# A549 tox: A549 cytotoxicity, counter-screen for Nrf2 inhibitors; Potency, µM (series often up to 46 µM), without a hit: top-dose activity change, negative = cytotoxicity, most hits filed as inhibitors; 0.16% of 390,000 active; A549 ARE-Fluc cells, CellTiter-Fluor viability, 18-24 h; note: potency is the fitted concentration of half-maximal effect; % is set by controls: 0 for no effect and ±100 for the full control effect
#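 Cytotoxicity counterscreen: CellTiter-Fluor fluorescence was measured in A549 ARE_Fluc cells after 18-24 h of compound exposure in a concentration series. The subsequent BugLite luminescent read reports ARE-luciferase activity.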
# TGFb inhibitor: TGF-b pathway inhibition; HepG2 CAGA-GFP TGF-b/SMAD3 reporter, GFP fluorescence, 18 h; TGF-beta stimulated, 500 pg/mL final; Potency, µM (highest dose often 46.1 µM), without a hit: top-dose activity, negative = inhibition, usual class: inhibitors; 1.2% of 410,000 active; AID 588855; note: potency is the fitted concentration of half-maximal effect; % is set by controls: 0 for no effect and ±100 for the full control effect; nearly all actives have a fitted effect of over 65% in size
#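 First, reporter cells (HEPG2 CAGA-GFP) rested 2 h at 37 degrees C. Next, compounds were pinned in and TGF-beta added to 500 pg/mL final. After 18 h, GFP was imaged per cell and summed per well.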
# pAkt inh: blocks phosphorylation of Akt | Neuro2A IGF-stimulated pAkt S473 HTRF, 20 min; stronger effect = lower value | activity change, % for hits at 50 µM | 0.32% of 360,000 active; in the data active = activity change below about -80%; inconclusive = mostly about -51% to -80%; note: % is set by controls: 0 for no effect and ±100 for the full control effect
#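 Neuro2A cells (4,500/well, DMEM with 0.5% FBS) were treated with compound at a single 50 µM final concentration, stimulated with 6 nM IGF for 20 min at 37 °C, and lysed. Phospho-Akt Ser473 was read by HTRF as 665/615 ratio ×10^4.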
# Nrf2 ARE act: Nrf2 pathway activation; AREc32 ARE-luciferase reporter (MCF7-derived line), luminescence, 24 h; Potency, µM (doses to about 46.1 µM), for inactives: at the top dose activation, usual class: activators; 0.31% of 410,000 active; AID 624171; note: potency is the fitted concentration of half-maximal effect; % of control where 0% means no effect; nearly all actives have a fitted effect of over 65% in size
#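 For detection, Steady-Glo was added and plates sat 30 min at RT; before that, AREc32_Fluc cells grown overnight in OPTI-MEM/5% FBS had been treated with 23 nL compound for 24 hr at 37 deg C.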
# CCT chaperon mod: cytosolic chaperonin activity modulation; 0.3% of 360,000 active; activity change, % (test concentration not listed), hits read low; purified chaperonin ATPase assay, HTRF ADP detection, 30 min; in the data active = activity change below about -30%; note: % is set by controls: 0 for no effect and ±100 for the full control effect
#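 ATPase activity: ADP formed was measured by HTRF Transcreener (665/615 nm ratio) after 30 min at 37 deg C with 10 uM ATP. Compounds screened at one 76 uM concentration against 40 or 20 nM TRiC in Tris pH 7.4/KCl/MgCl2/DTT buffer.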
# HepG2 viability: kills HepG2 cells in TGF-b inhibitor counter-screen; Potency, µM (titrated, usually from 46.1 µM), for inactives: top-dose activity change, negative = cytotoxicity, most hits filed as cytotoxic; 0.76% of 410,000 active; HepG2 CAGA-GFP viability, ATP luminescence, 18 h; note: potency is the fitted concentration of half-maximal effect; some results filed as inactive show a strong effect at the top dose
#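 HepG2 CAGA-GFP cells (1000/well, DMEM with 1% FBS) received compound, then TGF-beta at 500 pg/mL final, and were incubated 18 hours at 37 degrees C. Viability was read by CellTiter-Glo luminescence. Media-only wells were set as complete cell-killing and DMSO as no toxicity.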
# Nrf2 inh: Nrf2 pathway inhibition. Potency, µM (titrated, usually from 46 µM), inactives show at the top dose activity change, negative = inhibition, usual class: inhibitors. A549 ARE-Fluc reporter, luciferase luminescence, 18-24 h. 2.1% of 360,000 active; note: potency is the fitted concentration of half-maximal effect; % is set by controls: 0 for no effect and ±100 for the full control effect; nearly all actives have a fitted effect of over 60% in size
#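 A549 ARE_Fluc cells (5000/well, 5% FBS OPTI-MEM) pre-incubated 2 h, then treated with compounds 18-24 h at 37C/5% CO2 in concentration-response. CellTiter-Fluor viability read first; BugLite luciferase luminescence after 15 min at room temperature gives Nrf2 activity.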
# Abeta rescue: compounds reversing amyloid beta toxicity in yeast | yeast expressing A-beta42, growth rescue, OD600, 48 h; response scale: 0% DMSO, 100% iron-clioquinol control | Potency, µM (doses to about 46.1 µM), for inactives: top-dose growth rescue, usual class: activators | 0.063% of 410,000 active | AID 1347071; note: potency is the fitted concentration of half-maximal effect; nearly all actives have a fitted effect of over 55% in size
#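 Yeast growth medium received pinned compounds, then yeast cells expressing toxic A-beta were added; plates incubated at 30 C for 48 hr. Growth read as absorbance at 600 nm, normalized to DMSO and equimolar FeCl3 plus clioquinol controls.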
# Mm-Cpn inhibitor: blocks the Methanococcus maripaludis chaperonin Mm-Cpn. purified Mm-Cpn ATPase, ADP Transcreener TR-FRET. Potency, µM (titrated, usually from 76.9 µM), without a hit: top-dose activity, negative = inhibition, usual class: inhibitors. 0.031% of 330,000 active. AID 504842; note: potency is the fitted concentration of half-maximal effect; % is set by controls: 0 for no effect and ±100 for the full control effect; nearly all actives have a fitted effect of over 80% in size
#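 Measured: ADP formation by purified Mm-CPN. Conditions: 25 nM protein, 10 uM ATP, Tris pH 7.4 with Mg2+, K+ and DTT, 37°C for 30 min. Detection: Transcreener HTRF after 30 min at room temperature.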
# * = called active by the depositor; i = inactive; ? = inconclusive; / = not tested or not shown. Unless noted, calls come from the whole dose curve; as a rule, active = well fitted curve in the direction sought with a large enough effect; inconclusive = small, poorly fitted or top-dose-only effect, or another doubt; inactive = no such curve, though single readings can be large; an effect the other way counts as inactive or inconclusive.
mol,A549 tox,TGFb inhibitor,pAkt inh,Nrf2 ARE act,CCT chaperon mod,HepG2 viability,Nrf2 inh,Abeta rescue,Mm-Cpn inhibitor
O=C(CSc1ccc2nnc(-c3cccc(F)c3)n2n1)N1CCCc2ccccc21,5%,-2%,i,0.7%,-0.1,-7%,2%,-27%,-5%
CCOc1ccc(OCC)c(NS(=O)(=O)c2ccc3[nH]c(=O)ccc3c2)c1,1%,7%,/,2.9%,/,-16%,/,-13%,/
O=C(COc1ccc(-n2cnnn2)cc1)Nc1ccc(Br)cc1F,-1%,23%,i,-0.7%,-2.4,-4%,-5%,32%,2%
CSc1nc(N)n2nc(C(C)(C)C)cc2n1,4%,-2%,i,0.3%,-3.0,0%,13%,-5%,?
O=C(Nc1nnc(SCc2ccc(F)cc2)s1)c1ccco1,4%,5%,i,-0.1%,-6.7,1%,8%,-22%,0%
Oc1ccc(Cl)cc1CNC1CCCCC1,10%,-1%,i,0.3%,-4.1,-14%,-1%,-8%,/
COc1cc(OC)c(C2NC(=O)CCC2[N+](=O)[O-])cc1OC (stereo not given),0%,24%,i,0.4%,0.9,3%,-5%,-4%,-1%
Cc1nc2ccccc2c(=O)n1NC(=O)c1cccnc1Cl,2%,0%,i,0.2%,-2.9,22%,0%,-9%,1%
COc1ccc(CCNC(=O)c2cc(Sc3cccc(Cl)c3)nc3ccccc23)cc1OC,?,-55%,/,0.7%,/,-21%,/,4%,/
CC(C)OCCCN1C(=O)c2[nH]nc(-c3ccccc3O)c2C1c1ccc(OCc2ccccc2)cc1 (stereo not given),?,?,/,-3.2%,/,-95%,?,-7%,/
COc1cc(F)ccc1-c1cc(C(=O)NCc2cccc(Cl)c2)[nH]n1,/,5%,i,6.4%,-0.5,-33%,/,2%,/
Cn1nnnc1Sc1ncnc2scc(-c3ccc[nH]3)c12,?,?,/,-2.3%,/,-111%,?,-28%,-12%
COc1ccc(Br)cc1CNc1ccccc1,?,-15%,i,0.6%,-4.0,-25%,?,-17%,0%
CCCCCCOC(=O)c1ccc(NC(=O)c2cc(OC)c(OC)c(OC)c2Br)cc1,10%,0%,i,-0.5%,0.5,-8%,/,-15%,-1%
Cc1ccc(S(=O)(=O)NC2CCCCC2)cc1C(=O)N1CCC(C(N)=O)CC1,-3%,25%,i,-0.2%,-0.3,2%,5%,-15%,4%
COc1ccc(NC(=O)CCNC(=O)C2CCN(S(=O)(=O)c3ccccc3)CC2)cc1OC,/,-29%,i,0.0%,1.3,-19%,/,2%,/
O=C(NC1CCCC1)c1ccc2c(=O)n(Cc3ccccc3)c(SCc3ccccc3)nc2c1,0%,-27%,/,-0.1%,/,-17%,/,-6%,/
O=C(CCCC(=O)N(c1ccc2c(c1)OCCO2)C(C(=O)NC1CCCCC1)c1ccc(Cl)cc1)Nc1ccccn1 (stereo not given),-9%,-9%,i,0.3%,-5.3,1%,?,9%,2%
CCc1nc2ccc(C(=O)N(CC)CCN(C)C)cn2c1N(C)Cc1cccs1,/,-5%,/,-0.3%,2.0,-4%,/,-3%,/
CCCCOc1ccc(S(=O)(=O)NNC(=O)c2cc3ccccc3o2)cc1,-1%,?,i,-0.5%,0.0,-41%,-6%,-8%,1%
Cc1ccc(C(=O)N2CCC3(CC2)Oc2ccc(Cl)cc2C(=O)C32CC(c3cccnc3)=NO2)s1 (stereo not given),0%,?,i,0.0%,1.0,-30%,6%,-7%,-1%
COc1ccc(S(=O)(=O)NCC(c2ccc(N(C)C)cc2)N2CCOCC2)cc1 (stereo not given),1%,-13%,/,-0.4%,/,-4%,/,-11%,/
COc1ccc(CNC(=O)c2ccc(N3CCOCC3)c([N+](=O)[O-])c2)cc1,-4%,6%,i,-0.1%,-3.4,0%,-2%,-7%,-1%
O=C(Cn1nc(Cc2cccnc2)c2ccccc2c1=O)Nc1ccc(F)c(Cl)c1,-13%,?,/,-0.1%,/,-25%,?,-14%,/
c1csc(-c2cn3c(n2)SCC3)c1,-12%,-1%,i,0.7%,-3.6,-2%,6%,0%,-13%
Cc1cc(C)cc(N(CC(=O)NC2CCCC2)C(=O)CCC(=O)Nc2nc(C)cs2)c1,-3%,?,i,-0.1%,-1.3,-6%,-11%,-9%,-3%
COc1ccccc1NS(=O)(=O)c1cccc(C(=O)NCc2ccccn2)c1,3%,-12%,i,-0.4%,-1.0,-29%,6%,-12%,2%
COC(=O)COc1nsnc1N1CCOCC1,/,2%,i,-0.6%,-0.6,-2%,6%,-10%,1%
COc1ccc(NC(=O)CSc2nnc(CNC(=O)c3cccs3)o2)c(OC)c1,-4%,9%,i,-0.6%,-1.2,-1%,-5%,1%,0%
CCC(=O)Nc1cccc(C2=NOC3(C2)C[C@@H](C(N)=O)N(C(=O)c2cc([N+](=O)[O-])cc([N+](=O)[O-])c2C)C3)c1 (stereo not given in full),-3%,-11%,i,0.5%,-0.6,7%,-8%,-10%,1%

# More results
mol,A549 tox,TGFb inhibitor,pAkt inh,Nrf2 ARE act,CCT chaperon mod,HepG2 viability,Nrf2 inh,Abeta rescue,Mm-Cpn inhibitor
CCOC(=O)C1CCN(C(=O)CCS(=O)(=O)c2ccc3c(c2)CCN3C(=O)CC)CC1,0%,-5%,i,2.8%,-1.6,-7%,-14%,11%,-3%
O=C(/C=C/c1ccccc1)N/C(=C/c1ccccc1)C(=O)N1CCOCC1,-19%,0%,i,-0.3%,-0.8,-26%,0%,-16%,-3%
Cc1[nH]c2ccccc2c1C(=O)CN1C(=O)NC2(CCCCCC2)C1=O,9%,?,i,-1.1%,-0.7,-44%,3%,-8%,-3%
CCN(CC)C(=O)COC(=O)c1cc(-c2ccco2)nc2ccccc12,-1%,?,i,?,-0.9,2%,14%,-15%,0%
O=C1C2C(c3ccccc3)CC=CC2C(c2cccc([N+](=O)[O-])c2)N1Cc1ccccc1 (stereo not given),-3%,-28%,/,/,/,-26%,?,/,/
C=CCn1c(SCC(=O)Nc2sccc2C(N)=O)nc2ccc(Cl)cc2c1=O,?,-17%,i,10%,-5.0,-24%,?,17%,-8%
Cc1cccc(-c2noc(-c3cc4ccccc4oc3=O)n2)c1,2%,-4%,i,4.1%,-2.9,-6%,?,-8%,?
Cc1c(C)c2cc(Cl)c(O)c(CN3CCCC(C)C3)c2oc1=O (stereo not given),21%,5%,i,-0.8%,2.0,2%,19%,-6%,-13%
Cc1occc1C(=O)NCCc1cccc(Cl)c1,-2%,6%,i,3.0%,-2.8,-1%,/,-7%,-20%
Cc1cccn2c(=O)c(/C=C(\C#N)S(=O)(=O)c3ccc(Cl)cc3)c(N3CCC(C(N)=O)CC3)nc12,-7%,16%,i,-0.3%,2.8,1%,-14%,1%,0%
CC1CCCN(c2ccc([N+](=O)[O-])cc2C(=O)c2ccccc2)C1 (stereo not given),?,?,i,-0.2%,-0.8,-12%,?,15%,1%
O=C(Nc1cccc(S(=O)(=O)NC2=NCCC2)c1)c1ccccc1F,-4%,?,i,-0.2%,0.3,-20%,-23%,10%,-1%
Cn1c(=O)[nH]c(=O)c2c1nc(N1CCN(Cc3ccccc3)CC1)n2CCSc1ncccn1,8%,6%,i,0.1%,-0.6,-7%,-8%,7%,0%
COc1ccc2c(c1)CCc1c-2n[nH]c1C(=O)NCCC(C)C,0%,-13%,i,-1.1%,-4.7,-26%,?,29%,1%

# In the list so far, these have a thiophene ring, fused or not:
mol,A549 tox,TGFb inhibitor,pAkt inh,Nrf2 ARE act,CCT chaperon mod,HepG2 viability,Nrf2 inh,Abeta rescue,Mm-Cpn inhibitor
Cn1nnnc1Sc1ncnc2scc(-c3ccc[nH]3)c12,?,?,/,-2.3%,/,-111%,?,-28%,-12%
CCc1nc2ccc(C(=O)N(CC)CCN(C)C)cn2c1N(C)Cc1cccs1,/,-5%,/,-0.3%,2.0,-4%,/,-3%,/
Cc1ccc(C(=O)N2CCC3(CC2)Oc2ccc(Cl)cc2C(=O)C32CC(c3cccnc3)=NO2)s1 (stereo not given),0%,?,i,0.0%,1.0,-30%,6%,-7%,-1%
c1csc(-c2cn3c(n2)SCC3)c1,-12%,-1%,i,0.7%,-3.6,-2%,6%,0%,-13%
COc1ccc(NC(=O)CSc2nnc(CNC(=O)c3cccs3)o2)c(OC)c1,-4%,9%,i,-0.6%,-1.2,-1%,-5%,1%,0%
C=CCn1c(SCC(=O)Nc2sccc2C(N)=O)nc2ccc(Cl)cc2c1=O,?,-17%,i,10%,-5.0,-24%,?,17%,-8%

# High-throughput results deposited in PubChem BioAssay by National Center for Advancing Translational Sciences (NCATS).
